Screening data as filed in PubChem BioAssay.
Efa HMGR inh = E. faecalis class II HMG-CoA reductase inhibition; inhibition, % at 10 µM; actives 0.41% (n = 190,000); AID 1066; purified E. faecalis HMGR, NADPH absorbance 340 nm kinetic;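 active = inhibition above a set limit, the median over all tested compounds plus 3 SD, cut at about 9.5% in these data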;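 note: enzyme runs in reverse so mevalonate oxidation gives rising NADPH absorbance; 0% = complete reaction with DMSO and 100% = background rate lacking mevalonate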
bIAP activator = increases bovine intestinal alkaline phosphatase activity; purified bovine IAP, CDP-star luminescence, 30 min; active compounds read high; fold of DMSO-control signal, blank-subtracted; activation factor at 20 µM; actives 0.17% (n = 200,000); AID 1016;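 active = activation factor of 2 or more at 20 µM, a signal rise over negative controls twice the positive control's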
TNAP inh no acc = blocks human TNAP activity with no phosphate acceptor present. actives 0.26% (n = 200,000). purified TNAP, CDP-star luminescence, 30 min. inhibition, % at 20 µM;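 active = tissue-nonspecific alkaline phosphatase inhibition above about 50% at 20 µM in the single-dose screen, limit read from the data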;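 note: 0% = DMSO negative control and 100% = EDTA positive control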
Target sequence (P05186 whole entry, looked up): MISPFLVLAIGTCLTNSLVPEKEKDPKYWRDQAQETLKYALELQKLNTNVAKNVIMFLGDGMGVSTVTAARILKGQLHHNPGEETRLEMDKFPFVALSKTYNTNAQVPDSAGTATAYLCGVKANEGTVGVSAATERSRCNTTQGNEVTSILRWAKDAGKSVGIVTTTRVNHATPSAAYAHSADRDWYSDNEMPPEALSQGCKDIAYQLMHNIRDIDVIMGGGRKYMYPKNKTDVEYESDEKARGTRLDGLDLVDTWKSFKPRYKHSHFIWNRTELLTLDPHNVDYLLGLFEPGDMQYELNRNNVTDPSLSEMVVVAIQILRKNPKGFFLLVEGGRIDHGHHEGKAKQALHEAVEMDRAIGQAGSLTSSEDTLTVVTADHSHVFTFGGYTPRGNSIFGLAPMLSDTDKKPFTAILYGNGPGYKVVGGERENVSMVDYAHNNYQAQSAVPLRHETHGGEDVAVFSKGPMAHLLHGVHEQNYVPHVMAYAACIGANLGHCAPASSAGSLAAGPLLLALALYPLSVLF
bIAP inhibitor = intestinal alkaline phosphatase (bovine) inhibition | purified bovine IAP, CDP-star luminescence, 30 min | inhibition, % at 20 µM | 190,000 tested, under 10 active | AID 1019;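 active = over 50% inhibition of intestinal alkaline phosphatase at 20 µM in the single-dose screen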
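System: Purified bovine intestinal alkaline phosphatase (IAP) enzyme | Input: IAP diluted 1/65,000,000 in the well | Also added: CDP-star chemiluminescent phosphatase substrate, 30 µM final | Dosing: 20 µM single dose | Times: Enzyme reaction for 30 min at room temperature | Detection: Luminescence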
TNAP act hiacc = activators of human TNAP at high phosphate acceptor concentration; P05186; purified TNAP, CDP-star luminescence, 1 M DEA, 30 min; active compounds read high; 0 = EDTA background, 1 = DMSO-only activity; activation factor at 20 µM; 200,000 tested, under 10 active; AID 1136;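 active = activation factor at least 2 at 20 µM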
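Measured by: Luminescent substrate turnover signal | Test system: Human TNAP | Input: TNAP 1/800 final | Dosing: 20 µM single point | Schedule: 30 min, room temperature | Controls: EDTA wells as negative control, DMSO wells as positive control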
PPARg SRC-3 ag = PPARgamma-driven SRC-3 recruitment agonism. P37231. biochemical PPARgamma/SRC-3 coactivator recruitment assay. activation, % at 8 µM. actives 0.26% (n = 200,000). AID 731; in the data active = activation above about 23%;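 note: 0% = DMSO and 100% = reference agonist; some compounds past the cut are filed as inactive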
Target sequence (P37231 whole entry, looked up): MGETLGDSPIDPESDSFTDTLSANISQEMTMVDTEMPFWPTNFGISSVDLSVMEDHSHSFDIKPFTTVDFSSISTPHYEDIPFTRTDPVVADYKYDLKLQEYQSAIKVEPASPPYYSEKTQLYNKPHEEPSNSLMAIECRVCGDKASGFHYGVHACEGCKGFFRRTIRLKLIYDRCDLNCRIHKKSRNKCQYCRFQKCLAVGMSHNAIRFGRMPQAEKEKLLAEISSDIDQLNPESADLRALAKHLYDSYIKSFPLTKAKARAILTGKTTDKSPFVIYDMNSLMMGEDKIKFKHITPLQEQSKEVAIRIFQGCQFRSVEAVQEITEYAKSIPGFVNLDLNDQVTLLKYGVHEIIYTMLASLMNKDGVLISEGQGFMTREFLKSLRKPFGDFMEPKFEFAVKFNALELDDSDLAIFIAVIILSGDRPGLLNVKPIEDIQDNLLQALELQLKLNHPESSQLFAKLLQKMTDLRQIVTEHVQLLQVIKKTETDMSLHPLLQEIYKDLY
PPARg SRC-2 ag = promotes SRC-2 coactivator recruitment by human PPARgamma | P37231 | PPARgamma LBD-SRC-2 recruitment, biochemical | activation, % at 8 µM | actives 0.34% (n = 200,000); in the data active = activation above about 22%;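 note: 0% = vehicle and 100% = reference agonist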
PPARg SRC1 recr = PPARgamma-driven SRC-1 recruitment agonism | P37231 | PPARgamma-SRC-1 coactivator recruitment biochemical assay | activation, % at 8 µM | actives 0.41% (n = 200,000); in the data active = activation above about 19%;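 note: 0% = DMSO and 100% = reference agonist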
TNAP inh hi DEA = inhibitors of human TNAP at high phosphate acceptor concentration. actives 0.03% (n = 200,000). purified TNAP, CDP-star luminescence, 1 M DEA. inhibition, % at 20 µM;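 active = over 50% inhibition of tissue-nonspecific alkaline phosphatase at 20 µM in the single-dose screen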;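 note: plate controls were DMSO wells for no effect and EDTA-quenched wells as full inhibition for full effect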
TR-FRET SRC-2 ct = TR-FRET artefact, counter-screen to PPARgamma/SRC-2 agonist assay; active compounds read high; TR-FRET ratio at 8 µM; actives 0.4% (n = 200,000); AID 1049; in the data active = TR-FRET ratio above about 2000; note: inactives centre near 1500
* = called active by the depositor; x = not tested or not shown.

SMILES	Efa HMGR inh	bIAP activator	TNAP inh no acc	bIAP inhibitor	TNAP act hiacc	PPARg SRC-3 ag	PPARg SRC-2 ag	PPARg SRC1 recr	TNAP inh hi DEA	TR-FRET SRC-2 ct
Cc1ccccc1-n1cc(CNC(=O)CCc2nnc(CCc3ccccc3)o2)cn1	-6	1	-6	-2	1	5	7	8	-1	1439
CC(NS(=O)(=O)c1ccc(OCC(=O)N2CCOCC2)cc1)c1ccccc1 (centres undefined)	-2	1.1	-3	-5	1	2	-3	5	0	1512
CC(C)n1c(-c2ccc(N(C)C)cc2)nc2ccccc21	-1	3.4*	-35	-242	1.1	-3	10	-4	-7	1511
CCCCn1c(SCC(=O)O)nc2ccccc21	-6	1	-10	0	1	2	6	0	-3	1633
CC(C)(C)c1ccc(OC(=O)c2ccc3snnc3c2)cc1	-2	0.7	-10	28	1	-4	-5	1	2	1256
O=C(c1c[nH]c(C(=O)C(Cl)(Cl)Cl)c1)c1ccccc1Cl	2	1	-8	4	1	-4	3	-1	-2	1648
CCNC(=S)N/N=C/c1cc(C)n(-c2ccc(Cl)cc2)c1C	2	1	-32	-2	1	3	-5	4	-5	1378
Cc1ccccc1Nc1nc(N)nc(COC(=O)c2cccc(S(=O)(=O)N(C)c3ccccc3)c2)n1	-7	0.7	-1	26	0.9	6	7	5	6	1578
CN1CCc2c(sc(/N=C/c3cccs3)c2C(N)=O)C1	-2	0.9	-5	12	1	6	13	2	-1	1639
O=C(O)c1ccc(NCc2nc3ccccc3n2CCOc2ccccc2Cl)cc1	-1	1.1	4	-10	1	6	2	4	4	1533
COc1ccc(CCC(=O)OCC(=O)c2cccc(OC)c2)cc1	-1	1	-2	-3	1	3	2	1	2	1352
CCn1ncc(NC(=S)Nc2ccc(OC)c(OC)c2)c1C(N)=O	-3	1	-2	2	1	1	6	7	-4	1576
COc1cccc(N/C(SCc2ccccc2Cl)=C(/C#N)C(=O)NCc2cccs2)c1	0	0.8	-5	17	1	3	9	8	5	1535
COC(=O)c1ccc(COc2ccc(-c3nnn(CC(=O)NC(C)(C)C)n3)cc2)cc1	-1	1.1	-7	-12	1	2	1	-3	-4	1530
O=C(NCC1(c2ccccc2)CCCC1)c1ccccc1Br	0	0.6	-10	43	1.1	0	1	-4	-6	1480
CC(=O)Nc1ccc(C(=O)OCCC(C)C)cc1	1	1	-8	1	1	3	1	7	-4	1621
CCN1CCN(S(=O)(=O)c2cccs2)CC1	-6	0.9	-10	15	1	9	5	5	0	1614
O=C(CN1C2=NCCN2c2ccccc21)c1cccs1	0	0.9	-5	10	1.1	-2	-1	-4	-7	1559
OCC#CCSc1nnc(-c2ccccc2Br)o1	5	0.9	-8	12	1	11	11	7	-1	1595
COC(=O)Cc1csc(Nc2ccc(F)c(Cl)c2)n1	-4	0.9	-6	10	1	4	5	4	4	1530
CN(C)CCCNCCCNC(=O)c1ccco1	-2	1	-12	4	1.1	1	-13	4	-5	1682
COc1ccccc1N=c1oc2cc(O)ccc2cc1C(=O)NCC1CCCO1 (centres undefined)	-7	1	4	3	0.9	5	0	6	7	1550
COC(=O)c1cc(OC)c(OC)cc1NC(=O)c1ccccc1	-2	0.9	-11	12	1.1	-3	0	-5	-5	1347
CC(=O)Nc1ccc(/C(C)=N/NC(=O)c2ccc(F)cc2)cc1	5	1.2	-9	-23	1	4	4	5	-4	1654
Cc1ccc(S(=O)(=O)Nc2cc(C(C(=O)OC(C)C)C(=O)C(F)(F)F)c(O)c3ccccc23)c(C)c1 (centres undefined)	0	0.8	-3	16	1	1	2	1	0	1652
CC(C)COCC(O)CCC(=O)NNC(=S)Nc1ccccc1 (centres undefined)	0	1.2	-88	-19	1	2	7	-3	-1	1523
Cc1ccc2sc(C)[n+](CCO)c2c1	-1	0.9	2	6	1	-3	-8	-1	4	1364
COc1ccc(C(CC(=O)Nc2ccc(F)cc2)c2ccccc2)cc1 (centres undefined)	0	1	-20	0	1.1	7	4	-5	-7	1639
O=C(Nc1nc2ccccc2n1CCN1CCCC1)C1CCCCC1	1	1.5	-7	-54	1	-8	-2	4	-3	1385
NC(=O)C1CCN(C(=O)CSc2ncccn2)CC1	-2	1.1	-8	-6	1	1	2	9	-4	1686
O=C(CCCOc1ccccc1)Nc1ccccc1C(F)(F)F	-2	0.9	-10	9	1	0	-4	-7	-4	1332
O=C(Cn1c(=O)oc2cc(S(=O)(=O)N3CCCCC3)ccc21)N1CCc2ccccc21	-5	0.9	-21	7	1	4	-3	-2	-4	1452
CCCCC(CCC(=O)Nc1ccc(C(=O)OC)cc1)C(=O)O (centres undefined)	2	1	-9	1	1	-8	-2	2	-3	1603
COc1ccc(C)cc1N(CC(=O)Nc1ccc2c(c1)OCCO2)S(C)(=O)=O	0	1.2	-9	-18	1	3	1	9	-3	1437
CC(=O)C1C(c2ccccc2Cl)NC(=O)NC1(O)C(F)(F)F (centres undefined)	1	1	-7	2	1	7	8	4	1	1784
CC(=O)CCc1ccc2oc(C(=O)O)c(C)c2c1	-1	1	4	-3	1	-7	2	3	-1	1696
COc1ccc(S(=O)(=O)N2CCCCC2)cc1NC(=O)c1ccc(=O)[nH]c1	-3	1	-15	-4	1	5	1	5	-3	1694
CCc1ccc(N2C(=O)CC(c3ccc(F)cc3)C3=C2COC3=O)cc1 (centres undefined)	-3	1.1	-10	-11	1	6	4	-2	-3	1424
COc1c(C)cc(C(=O)C2CCCN(C(=O)c3ccc4[nH]ccc4c3)C2)cc1C (centres undefined)	x	0.9	-10	6	1.1	0	-3	-7	-7	1424
Cc1cccc(Nc2nc(NCc3ccco3)c3ccccc3n2)c1	2	0.9	-28	8	1	3	-4	7	4	1699
Cc1cc(C=O)c(C)n1-c1cc(C(F)(F)F)ccc1N1CCOCC1	2	0.9	-7	12	1	5	7	7	-2	1678
CC(C)CNC(=O)c1cccc(NC(=O)c2ccco2)c1	0	0.9	-6	6	1	4	2	7	-3	1552
Cc1cc(C)cc(OCC(=O)O/N=C(\N)c2ccccn2)c1	-1	0.9	-3	12	1	-1	-2	-4	0	1446
COc1cccc(C2CCCN2Cc2nc(CC3CC3)no2)c1 (centres undefined)	-1	1	-10	-3	1	2	-6	-8	-4	1641
COc1ccc(-c2nnn(CC#N)n2)cc1OC	-7	1	-12	0	1	-6	0	4	-5	1479
NC(=O)CCN(Cc1ccccc1)S(=O)(=O)c1ccccc1	0	0.9	3	7	1.1	-6	4	-4	-6	1405
CCOC(=O)c1c(C)nc2c(c1-c1ccccc1)C(=O)c1ccccc1-2	-4	1	-4	3	1	3	7	0	2	1577
CCOc1ccc(-n2c(SCC(=O)Nc3ccc4c(c3)OCO4)nc3c(c2=O)SCC3)cc1	x	1	-2	0	1.1	x	x	x	-5	x
CNc1ccc(C2(O)C(=O)c3ccccc3C2=O)cc1	-2	1	-16	1	1	4	2	1	-1	1685
C=CCn1c(Cc2c[nH]c3ccccc23)n[nH]c1=S	0	1	22	-3	1	4	0	-2	2	1697

Next section:
SMILES	Efa HMGR inh	bIAP activator	TNAP inh no acc	bIAP inhibitor	TNAP act hiacc	PPARg SRC-3 ag	PPARg SRC-2 ag	PPARg SRC1 recr	TNAP inh hi DEA	TR-FRET SRC-2 ct
Cc1ccc(C(=O)Nc2ccc(CC(=O)O)cc2)o1	-1	0.9	-9	8	1	2	14	0	-2	1592
Cc1ccc(-n2nc3cc(C)c(NC(=S)NC(=O)/C=C/c4ccco4)cc3n2)cc1	-2	1.3	-11	-28	1	-2	-2	1	0	1334
O=C(COc1ncnc2scc(-c3ccccc3)c12)NC1CCCc2ccccc21 (centres undefined)	-1	0.9	-7	6	1	5	14	-3	-5	1702
Cc1cc(=O)n2cc(-c3ccccc3)nc2[nH]1	2	0.9	-11	10	1	9	12	1	-3	1688
COCCOC(=O)C1=C(C)NC(=O)NC1/C=C/c1ccccc1 (centres undefined)	-8	1.3	2	-28	1	-1	-6	-2	-1	1500
O=S1(=O)N=C(N=Nc2c(O)[nH]c3ccccc23)c2ccccc21	-4	1.1	3	-10	0.9	0	3	2	14	1632
Cc1ccc(-c2nn3c(C)nnc3s2)cc1NC(=O)c1ccc(Br)o1	3	1	-7	5	1	2	2	6	-2	1704
CCOC(=O)c1sc(=S)n2c1[nH]c(=O)c1ccc(C(=O)OC)cc12	0	1	-3	0	1	-3	9	10	1	1707
Cc1ccc(-c2csc3ncn(Cc4ccc(C(=O)O)cc4)c(=O)c23)cc1C	1	1.1	-10	-10	1	-1	2	4	-2	1549
O=C(COC(=O)c1cc2c(s1)CCCC2)Nc1ccc(Cl)cn1	-12	0.9	-7	6	1	2	0	-6	0	1431
O=C(Cn1cnc2c(cnn2-c2ccc(Cl)cc2)c1=O)NCC1CCCO1 (centres undefined)	5	0.9	-8	8	1	-4	-6	-1	-4	1698
Cc1ccc(C(=O)CC(C(=O)O)n2cccn2)cc1 (centres undefined)	7	0.9	-5	6	1.1	-2	0	4	-10	1656
C=CCn1c(SCC(=O)NCCCC(=O)OCC)nc2scc(-c3ccco3)c2c1=O	4	0.9	-18	7	1.1	10	18	16	-10	1568
O=C(O)c1ccc(N2C(=O)C3ON(c4ccccc4)C(c4ccccc4F)C3C2=O)cc1 (centres undefined)	-6	1	-9	0	1	1	6	-1	-2	1512
CC(C)(O)C#Cc1ccc(C(=O)NCCc2ccc(S(N)(=O)=O)cc2)cc1	4	1.1	-1	-7	1	0	-3	5	0	1401
Cc1ccc(/C(N)=N/OC(=O)N2CCOCC2)cc1	x	0.9	-16	9	1	2	-2	-4	-5	1392
CN(Cc1ccccc1)C(=O)CC(c1ccccc1)c1cc(Cl)ccc1O (centres undefined)	-2	1	-6	-4	1	-4	6	-3	-3	1607
C=CCSC1=N/C(=C\c2cc(OCC)c(OC(C)=O)c([N+](=O)[O-])c2)C(=O)S1	-8	1.1	3	-7	0.8	-3	-4	-5	19	1447
CS(=O)(=O)N1N=C(c2cccs2)CC1c1ccco1 (centres undefined)	-5	1.1	33	-14	1	0	13	7	-3	1652
NC(=O)NC(Cc1ccccc1)C(=O)Nc1ccc(S(N)(=O)=O)cc1 (centres undefined)	-2	1	-7	1	1	-2	3	1	-2	1529

Some of these compounds in order of formula weight, high to low:
SMILES	Efa HMGR inh	bIAP activator	TNAP inh no acc	bIAP inhibitor	TNAP act hiacc	PPARg SRC-3 ag	PPARg SRC-2 ag	PPARg SRC1 recr	TNAP inh hi DEA	TR-FRET SRC-2 ct
O=C(O)c1ccc(N2C(=O)C3ON(c4ccccc4)C(c4ccccc4F)C3C2=O)cc1 (centres undefined)	-6	1	-9	0	1	1	6	-1	-2	1512
C=CCSC1=N/C(=C\c2cc(OCC)c(OC(C)=O)c([N+](=O)[O-])c2)C(=O)S1	-8	1.1	3	-7	0.8	-3	-4	-5	19	1447
O=C(Cn1cnc2c(cnn2-c2ccc(Cl)cc2)c1=O)NCC1CCCO1 (centres undefined)	5	0.9	-8	8	1	-4	-6	-1	-4	1698
CC(C)(O)C#Cc1ccc(C(=O)NCCc2ccc(S(N)(=O)=O)cc2)cc1	4	1.1	-1	-7	1	0	-3	5	0	1401
CN(Cc1ccccc1)C(=O)CC(c1ccccc1)c1cc(Cl)ccc1O (centres undefined)	-2	1	-6	-4	1	-4	6	-3	-3	1607
CS(=O)(=O)N1N=C(c2cccs2)CC1c1ccco1 (centres undefined)	-5	1.1	33	-14	1	0	13	7	-3	1652
Cc1ccc(/C(N)=N/OC(=O)N2CCOCC2)cc1	x	0.9	-16	9	1	2	-2	-4	-5	1392
